MEKK3 PB1 HTS: modulators of MEKK3-MEK5 PB1 binding, primary screen, biochemical, wildtype MEKK3, multiplex bead flow cytometry, Alexa488-MEK5 | bead-based flow cytometry, Alexa488-MEK5 binding to MEKK3; actives lie on both sides; 0 = blocked by unlabeled MEK5, 100 = vehicle | binding response (% of control), % at 10 µM | actives 1.4% (n = 290,000) | AID 1529, 2009;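 active means binding response more than 3 SD above or below the average of its plate-row segment, actives on both sides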;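 further: Alexa488 bead fluorescence after subtracting the streptavidin-only scavenger bead signal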
Target sequence (Q99759 whole entry, looked up): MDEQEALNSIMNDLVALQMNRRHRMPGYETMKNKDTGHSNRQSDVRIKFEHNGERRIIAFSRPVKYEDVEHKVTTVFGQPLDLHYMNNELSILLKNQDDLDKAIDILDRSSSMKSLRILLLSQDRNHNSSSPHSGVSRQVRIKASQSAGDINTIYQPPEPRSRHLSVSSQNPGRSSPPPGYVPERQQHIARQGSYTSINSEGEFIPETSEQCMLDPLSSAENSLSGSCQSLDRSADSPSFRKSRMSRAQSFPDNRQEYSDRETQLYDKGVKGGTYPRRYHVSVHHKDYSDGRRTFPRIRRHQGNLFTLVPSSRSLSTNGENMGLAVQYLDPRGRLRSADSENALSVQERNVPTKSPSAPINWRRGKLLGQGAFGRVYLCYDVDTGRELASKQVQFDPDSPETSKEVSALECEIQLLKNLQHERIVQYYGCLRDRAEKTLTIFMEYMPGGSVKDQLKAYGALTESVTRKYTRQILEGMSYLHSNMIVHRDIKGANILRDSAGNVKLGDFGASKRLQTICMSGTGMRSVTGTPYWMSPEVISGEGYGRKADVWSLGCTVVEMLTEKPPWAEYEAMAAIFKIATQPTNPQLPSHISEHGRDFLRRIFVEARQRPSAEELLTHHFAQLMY
IDE cell activ: human IDE activators in live cells, primary screen, fluorescence polarization, HEK cells, FAbeta-B substrate; FAbeta-B cleavage; 0% vehicle, 100% cell-free pure enzyme wells; activation, % at 5.96 µM; actives 0.073% (n = 340,000); AID 493087, 2011;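 active means activation above the mean of all tested compounds plus 3 SD, set per screening campaign, cut at about 17% in these data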
PfM18AAP inh: PfM18AAP inhibitors, malaria aminopeptidase, primary screen, biochemical, QFRET, recombinant enzyme; M18 aspartyl aminopeptidase (Plasmodium falciparum 3D7); AID 1822, 2009; H-Glu-NHMec fluorogenic cleavage; actives 1.2% (n = 290,000); inhibition, % at 7.35 µM;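 active means inhibition above the campaign mean inhibition over all tested compounds plus 3 SD, cut at about 28% in these data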;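 further: 0% = plate median of test compound wells and 100% = 2 mM ZnCl2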
MEKK2wt PB1 HTS: modulators of MEK5 binding to wildtype MEKK2, primary screen, biochemical, multiplex bead flow cytometry, Alexa488-MEK5. Alexa488-MEK5 binding to MEKK2 WT; actives lie on both sides. binding response (% of control), % at 10 µM. actives 1.1% (n = 290,000). AID 1531, 2009; in the data active means binding response below about 67% or above about 130%
UBC9 SUMO inh: inhibitors of in vitro SUMOylation cascade, primary screen, biochemical, HTRF, uHTS | SUMO-conjugating enzyme UBC9 (Homo sapiens), P63279 | HTRF SUMOylation assay, SAE1/SAE2 + UBC9 | inhibition, % at 35 µM | actives 0.36% (n = 290,000) | AID 2006, 2009; in the data active means inhibition above about 50%, passing the limit was not always enough; further: strong numbers were not always called active
Target sequence (P63279 whole entry, looked up): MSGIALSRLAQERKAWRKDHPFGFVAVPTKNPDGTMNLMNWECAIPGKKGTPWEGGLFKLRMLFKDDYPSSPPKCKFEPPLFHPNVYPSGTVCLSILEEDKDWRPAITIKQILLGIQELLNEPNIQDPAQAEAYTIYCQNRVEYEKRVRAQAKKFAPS
IDE cell inh: human IDE inhibitors in live cells, primary screen, fluorescence polarization, HEK cells, FAbetaB substrate; actives 0.41% (n = 320,000); inhibition, % at 5.59 µM; FAbetaB cleavage;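 active means percent inhibition above the average of all tested compounds plus 3 SD, set per screening campaign, cut at about 16% in these data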;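 further: IDE supplied by intact live HEK cells; FP after avidin binding of uncleaved biotin substrate so inhibition keeps polarization high; 0% = DMSO wells and 100% = 60 µM reference IDE inhibitor Ii1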
MEKK2 mut-MEK5: MEK5 binding signal on mutant MEKK2 PB1, primary screen, biochemical, multiplex bead flow cytometry, Alexa488-MEK5; percent response, % at 10 µM; actives 0.35% (n = 290,000); AID 1530, 2009; Alexa488-MEK5 binding to MEKK2 mutant; in the data active means percent response above about 24%, passing the limit was not always enough; further: inactives centre near 1; some results filed as inactive read as strong as hits; reference of the scale not given here
pCIP destab: p/CIP-EGFP fusion destabilizers, primary screen, fluorescence, F442A cells; Q05BA5; 16 h; decrease of EGFP signal, % at 10 µM; actives 0.01% (n = 290,000);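 active means EGFP signal decrease of at least 30% at 10 µM or well 3 SD below plate mean, unless failing retest; inactive means the rest, including hits failing retest or dose response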; further: some compounds called inactive have numbers as strong as hits; many of its hits are not listed in these tables
NALP1 yeast inh: NALP1 inflammasome inhibitors in reconstituted yeast, colorimetric, S. cerevisiae, triplicate retest; S. cerevisiae NALP1/ASC/caspase-1 growth, X-gal OD620, 72 h; inhibition, % at 10 µM; actives 0.61% (n = 280,000); AID 2071, 2009; in the data active means inhibition mostly above about 24%, no sharp cut-off; inactive means mostly below about 32%; further: some compounds called inactive have numbers as strong as hits
Starred values were filed as active, the others as inactive; nt = not tested or not shown. A portion of the library; rates above refer to the full screens.

MEKK3 PB1 HTS | IDE cell activ | PfM18AAP inh | MEKK2wt PB1 HTS | UBC9 SUMO inh | IDE cell inh | MEKK2 mut-MEK5 | pCIP destab | NALP1 yeast inh | SMILES
104 | -3 | 3 | 102 | 10 | 1 | 4 | 0 | 28 | CCCCNC(=O)c1cc2c(=O)n(CC)c3ccccc3c2s1
100 | 2 | -1 | 105 | 22 | -1 | 5 | -27 | -4 | CCOc1ccccc1Oc1coc2cc(OC)ccc2c1=O
99 | 0 | 5 | 103 | -5 | 3 | 0 | -13 | 0 | O=C(Cc1ccc(S(=O)(=O)N2CCOCC2)s1)Nc1ccc(N2CCOCC2)cc1
106 | 7 | 3 | 108 | 17 | -1 | 5 | -11 | 0 | Cc1ccc(-c2nnn(CC(=O)N(c3cccc(O)c3)C(C(=O)NC(C)(C)C)c3cccs3)n2)o1 (stereo not drawn)
91 | 1 | -11 | 89 | 20 | -1 | -16 | -10 | 9 | COCCCNC1=C(Cl)C(=O)c2ccccc2C1=O
98 | -4 | 78* | 95 | 29 | -5 | -1 | -7 | -5 | O=C1CCCC2=C1C(c1ccc(O)c(O)c1)Nc1ccc3ncccc3c12 (stereo not drawn)
109 | nt | 1 | 91 | -15 | nt | -2 | -16 | -4 | Cc1cc(NC(=O)COc2cccc3cccnc23)no1
101 | -3 | 3 | 100 | 10 | -1 | -2 | 4 | 14 | COc1ccccc1/C=C/C=N/Nc1cccc(C(=O)O)c1
107 | 6 | 0 | 104 | -5 | 0 | 15 | -10 | 8 | CCCCc1ccc(NC(=O)CN(C)CC(=O)Nc2ccccc2Cl)cc1
99 | -10 | 9 | 98 | 14 | -4 | -4 | -23 | 2 | Cc1cccc(OCc2n[nH]c(=S)n2C2CCCCC2)c1

Single records, as listed above. Values in the order: MEKK3 PB1 HTS | IDE cell activ | PfM18AAP inh | MEKK2wt PB1 HTS | UBC9 SUMO inh | IDE cell inh | MEKK2 mut-MEK5 | pCIP destab | NALP1 yeast inh
`CCCCc1ccc(NC(=O)CN(C)CC(=O)Nc2ccccc2Cl)cc1` is entered as 107 | 6 | 0 | 104 | -5 | 0 | 15 | -10 | 8
`CCCCNC(=O)c1cc2c(=O)n(CC)c3ccccc3c2s1` is entered as 104 | -3 | 3 | 102 | 10 | 1 | 4 | 0 | 28

(continued)
MEKK3 PB1 HTS | IDE cell activ | PfM18AAP inh | MEKK2wt PB1 HTS | UBC9 SUMO inh | IDE cell inh | MEKK2 mut-MEK5 | pCIP destab | NALP1 yeast inh | SMILES
96 | 4 | -14 | 90 | nt | 1 | -2 | nt | nt | Cn1c(-c2ccc(C(=O)c3ccccc3)s2)nc2ccccc21
111 | nt | nt | 109 | nt | -5 | 6 | nt | nt | O=C1N[C@@H](Cc2cn(S(=O)(=O)c3c(F)c(F)c(F)c(F)c3F)c3ccccc23)C(=O)N[C@H]1Cc1ccccc1
101 | -1 | -10 | 102 | -14 | -19 | -1 | -4 | 11 | CCOc1ccc(C(c2nnnn2C(C)(C)C)N2CCN(C(=O)c3ccco3)CC2)cc1 (stereo not drawn)
101 | 5 | 5 | 101 | 14 | 2 | -1 | -7 | 0 | COc1cccc(-c2c(NC(=O)c3ccco3)n(-c3ccc(C)cc3)nc(C)c2=O)c1
97 | 3 | -2 | 98 | 15 | 2 | 0 | -11 | nt | Brc1ccccc1C1=Nn2c(nnc2-c2ccco2)SC1
106 | 1 | 5 | 110 | 23 | 2 | 9 | 3 | 19 | COc1ccc(-c2cc(C(=O)N3CCCC3)c3ccccc3n2)cc1OC
100 | 8 | -2 | 91 | -32 | 2 | -6 | 0 | 7 | COc1ccc(OC)c(NC(=O)CN(C)CCOc2ccc(Br)cc2)c1
99 | 7 | -2 | 104 | 24 | 7 | 4 | -5 | -22 | Cc1oc2c(c1C(=O)NCCO)CCCC2
96 | 5 | 0 | 100 | 3 | 0 | -1 | -1 | 10 | CC(C)C(NC(=O)c1ccccc1)C(=O)N/N=C\c1ccco1 (stereo not drawn)
101 | -8 | 20 | 106 | -10 | 4 | 3 | -12 | -1 | O=C1C(Cl)=C(N2CCCCC2)C(=O)N1c1ccccc1
102 | 0 | -4 | 107 | 18 | 12 | 20 | -7 | 8 | CCCOc1ccc(C(C)(O)CN2CCOCC2)cc1 (stereo not drawn)
98 | 8 | 4 | 98 | 5 | -2 | 0 | 13 | 2 | O=c1cc(O)c(-c2ccccc2Cl)c(Cl)[nH]1
105 | 5 | 3 | 100 | 5 | -1 | -4 | 1 | -2 | N=C1SCC(=O)N1c1ncc(Cc2ccc(F)cc2)s1
99 | 4 | -1 | 100 | 19 | 0 | -1 | -9 | 5 | CCOC(=O)Nc1n[nH]c(NC(=O)OCC)c1[N+](=O)[O-]
99 | 4 | 7 | 92 | 5 | 9 | 2 | -10 | -9 | N#CCCN/N=C(/Cc1nc2ccccc2[nH]1)c1cccc(Cl)c1
102 | 4 | 2 | 100 | 14 | -5 | 8 | -8 | -6 | CCc1ccc(C2CC(=O)NC(SCC(=O)OC(C)C)=C2C#N)cc1 (stereo not drawn)
110 | 1 | -4 | 112 | -5 | 1 | 7 | 7 | 17 | O=C(CC1NCCc2ccccc21)Nc1cccc(Cl)c1 (stereo not drawn)
104 | -7 | -1 | 110 | -12 | 0 | -9 | -11 | -5 | Cc1ccc(-n2cc(CNCCN3CCOC3=O)c(-c3cccc(C)c3)n2)cc1
99 | 1 | -4 | 96 | 14 | -2 | -4 | -7 | 16 | O=C1CCN(S(=O)(=O)c2ccc(Br)cc2)CCN1
112 | 3 | -35 | 112 | -1 | 2 | 0 | 8 | 22 | Cc1ccc(/C=C/C(=O)N2CCN(Cc3ccccc3)CC2)o1
104 | 7 | -8 | 105 | -2 | 4 | 6 | 5 | 3 | COC(=O)CCC(=O)Nc1nnc(C(F)(F)F)s1
108 | -2 | 2 | 125 | -23 | -3 | 8 | 1 | 13 | COc1cc(CNCCSc2nnnn2C)cc(Br)c1OCc1ccc(F)cc1
101 | 2 | -4 | 90 | 25 | 0 | 4 | 4 | 27 | O=C(NC1CCCCC1)C(c1ccc(F)cc1)N(Cc1ccco1)C(=O)CN1C(=O)c2ccccc2S1(=O)=O (stereo not drawn)
93 | 1 | 4 | 94 | 11 | -2 | -12 | 2 | 52 | CCOc1ccc(N=c2oc3cc(O)ccc3cc2C(=O)NCC2CCCO2)cc1 (stereo not drawn)
92 | 7 | 2 | nt | 0 | 7 | 83* | 5 | 8 | COc1ccc(-n2c(SCC(=O)Nc3cc(C)on3)nc3ccccc3c2=O)cc1Cl
101 | 1 | 0 | 125 | 18 | -3 | 26 | -5 | 28 | COc1ccc(/C=N/NC(=O)CNC(=O)c2cccs2)cc1
99 | 4 | -2 | 96 | -20 | -4 | -1 | 1 | 6 | CCC(C)NC(=O)Cn1c(=O)n(-c2ccccc2)c(=O)c2ccc(C(=O)NCc3ccco3)cc21 (stereo not drawn)
69 | 1 | 17 | 81 | -9 | -1 | -3 | -3 | nt | CN(C)c1ccc(NC(=O)Cn2cc3c(n2)CCCC3)cc1
108 | 3 | nt | 111 | 11 | 4 | 6 | -8 | -4 | Cn1cnc2c1c(=O)n(Cc1ccccc1)c(=O)n2C
101 | 1 | -1 | 125 | nt | 0 | 4 | nt | nt | CN(C)c1nc(N/N=C\c2ccc(Cl)c([N+](=O)[O-])c2)nc(Nc2ccc(F)cc2)n1
95 | 0 | -7 | 98 | -30 | -5 | -5 | 5 | 2 | CCCCc1nc2ccccc2n1Cc1nnc2n1-c1ccccc1SC2
103 | -2 | 0 | 110 | 5 | 7 | 1 | -39 | -9 | Cc1[nH]c2ccccc2c1SCC(=O)Nc1nccs1
94 | 4 | -10 | 102 | -3 | -1 | 0 | -6 | 16 | COc1ccc(N(C(=O)C(C)C)S(=O)(=O)c2ccc3c(c2)n(C)c(=O)n3C)cc1
103 | 1 | 15 | 104 | -4 | 4 | 1 | 4 | -3 | COc1ccccc1/C=C1/C(=O)ON=C1C
98 | 4 | 0 | 105 | 8 | -2 | -2 | -2 | 15 | CCOc1cc(NC(=O)C2CC2)c(OCC)cc1NC(=O)CCn1nnc2ccccc21
100 | 0 | 1 | 105 | 10 | 9 | 2 | -27 | -5 | Cc1nnc(SCC(=O)N(C)Cc2ccccc2)[nH]c1=O
92 | 3 | 1 | 92 | 23 | -1 | 3 | -7 | 16 | O=C1[C@@H]2[C@H](C(=O)N1Cc1cccnc1)[C@H]1C=C[C@@H]2C1
103 | 0 | -3 | 104 | -2 | 3 | 3 | 4 | -1 | CC1CCCN(C/C(O)=C(\C#N)c2nc3ccccc3[nH]2)C1 (stereo not drawn)
97 | 6 | -5 | 93 | 5 | 3 | -2 | -6 | -28 | COc1cc(SC)ccc1C(=O)OCC(=O)NC1CC1
96 | 6 | 0 | 82 | 33 | 7 | -7 | -4 | 0 | CC(C)(C)C(=O)COC(=O)CCc1nc2ccccc2[nH]c1=O

Brought forward from above: three entries, followed by the next part.
MEKK3 PB1 HTS | IDE cell activ | PfM18AAP inh | MEKK2wt PB1 HTS | UBC9 SUMO inh | IDE cell inh | MEKK2 mut-MEK5 | pCIP destab | NALP1 yeast inh | SMILES
103 | 0 | -3 | 104 | -2 | 3 | 3 | 4 | -1 | CC1CCCN(C/C(O)=C(\C#N)c2nc3ccccc3[nH]2)C1 (stereo not drawn)
97 | 6 | -5 | 93 | 5 | 3 | -2 | -6 | -28 | COc1cc(SC)ccc1C(=O)OCC(=O)NC1CC1
96 | 6 | 0 | 82 | 33 | 7 | -7 | -4 | 0 | CC(C)(C)C(=O)COC(=O)CCc1nc2ccccc2[nH]c1=O
107 | 5 | -9 | 106 | 5 | -2 | -1 | -10 | nt | O=S1(=O)CC(O)C(N(CCO)C(=S)Nc2ccccc2)C1 (stereo not drawn)
107 | -2 | 57* | 104 | 12 | 9 | 2 | -8 | -16 | O=C(CSc1ccc2ccccc2c1)NCCc1ccc(O)c(O)c1
95 | 2 | 3 | 98 | 13 | 4 | 2 | -6 | nt | COc1ccc(-c2nc(CSCC(=O)N3CCc4ccccc4C3)c(C)o2)cc1OC
100 | 3 | -3 | 103 | 5 | 3 | 1 | 0 | 1 | COc1ccc(CCNC(=O)c2cccs2)cc1OC
105 | -4 | -2 | 107 | 4 | 7 | 10 | -7 | -10 | O=C(C1=C[C@H](c2coc3ccccc3c2=O)C[C@H](OCCCCO)O1)N1CCN(Cc2ccccc2)CC1
96 | 0 | -4 | 104 | 15 | 0 | 11 | -8 | 17 | COc1ccccc1C1/C(=C(/O)c2ccc(C)cc2)C(=O)C(=O)N1Cc1ccco1 (stereo not drawn)
109 | 3 | -5 | 108 | 18 | 5 | 14 | -4 | -7 | Cc1ccc(Cc2cnc(NC(=O)C3CCCO3)s2)cc1 (stereo not drawn)
116 | 3 | -5 | 109 | 6 | 1 | 6 | -3 | -1 | Cc1cc(NC(=O)COC(=O)c2n[nH]c3ccccc23)no1
91 | 1 | -9 | 95 | -13 | 5 | -1 | 10 | 18 | Cc1cc(C(F)(F)F)nc(Nc2nc(C)c3ccccc3n2)n1
101 | 4 | -8 | 106 | 8 | -3 | 7 | 1 | 4 | CCn1nc(C)cc1C(=O)N1CCCC(N2CCN(c3cccc(Cl)c3)CC2)C1 (stereo not drawn)
101 | -3 | 4 | 103 | 3 | 3 | 1 | -10 | 4 | COc1ccc(S(=O)(=O)N2CCN(C3CC4CCC3C4)CC2)cc1 (stereo not drawn)
97 | -2 | 5 | 98 | 15 | 0 | -6 | -3 | 23 | CCCCN(Cc1cccs1)S(=O)(=O)c1csc(C(N)=O)c1
